EPAC1 antagonist: antagonists of human EPAC1; O95398; EPAC1 GEF assay, Rap1b-BODIPY-GDP exchange fluorescence; Potency, µM (titrated, usually from 115 µM), for inactives: at the top dose activity change, negative = inhibition, usual class: inhibitors; actives 0.14% (n = 360,000); AID 720709;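 note: potency is the fitted concentration of half-maximal effect; plate controls were vehicle for no effect and positive control for full effect; nearly all actives have a fitted effect of over 50% in size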
Mm-Cpn inhibitor: inhibitors of Methanococcus maripaludis chaperonin (MmCpn); purified Mm-Cpn ATPase, ADP Transcreener TR-FRET; Potency, µM (doses to about 76.9 µM), for the others: at the highest dose activity, negative = inhibition, actives largely listed as inhibitors; actives 0.031% (n = 330,000); note: potency is the fitted concentration of half-maximal effect; % is set by controls: 0 for no effect and ±100 for the full control effect; nearly all actives have a fitted effect of over 80% in size
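25 nM Mm-CPN + cpd, 10 min 37°C; + 10 uM ATP, 30 min 37°C; buffer 30 mM Tris pH 7.4, 100 mM KCl, 5 mM MgCl2, 1 mM DTT; Transcreener ADP HTRF detection 30 min RT.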
PLK1 PBD block: blocks phosphopeptide binding to human PLK1 polo-box domain | P53350 | Plk1 PBD binding of FITC phosphopeptide, fluorescence polarization | Potency, µM, without a hit: max response, negative = inhibition, usual class: inhibitors | actives 2.8% (n = 360,000); note: potency is the fitted concentration of half-maximal effect; series mostly up to about 57 µM; % is set by controls: 0 for no effect and ±100 for the full control effect; nearly all actives have a fitted effect of over 65% in size
EPAC1 ag: EPAC1 (human) agonism; EPAC1 agonist qHTS, biochemical assay; response scale: 100% = response to 6.5 mM cAMP; Potency, µM (doses to about 154 µM), for the others: top-dose activation, actives largely listed as activators; actives 0.073% (n = 360,000); note: potency is the fitted concentration of half-maximal effect; nearly all actives have a fitted effect of over 60% in size
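Nucleotide exchange by EPAC1 (100 nM) on Rap1B–BODIPY-GDP (250 nM) in the presence of 50 uM GDP is tracked fluorescently at 480/540 nm over 30 min. Signals are normalized to a 6.5 mM cAMP control.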
EPAC2 antag: EPAC2 (human) antagonism | EPAC2 GEF exchange of Rap1B-BODIPY-GDP, fluorescence | actives 0.18% (n = 360,000) | AID 720708 | Potency, µM (highest dose often 114 µM), inactives show at the top dose activity, negative = inhibition, usual class: inhibitors; note: potency is the fitted concentration of half-maximal effect; % is set by controls: 0 for no effect and ±100 for the full control effect; nearly all actives have a fitted effect of over 45% in size; many of its hits are not listed in these tables
CCT modulator: cytosolic chaperonin activity modulation; purified chaperonin ATPase assay, HTRF ADP detection, 30 min; activity change, % (test concentration not listed), hits read low; actives 0.3% (n = 360,000); AID 651819; in the data active = activity change below about -30%; note: % is set by controls: 0 for no effect and ±100 for the full control effect
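We incubate TRiC, 40 or 20 nM final, with library compounds at 76 uM and 10 uM ATP for 30 min at 37 °C. ADP formed is detected with Transcreener HTRF reagents after 30 min at room temperature.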
PI5P4K alpha inh: blocks human PI5P4K alpha kinase activity; PI5P4Kalpha enzyme, ADP-Glo luminescence, 60 min; active compounds read low; max response, %; actives 1.2% (n = 330,000); AID 652105; P48426; active = max response of -50% or lower; inconclusive = between -30% and -50%; inactive = -30% or higher; note: value at the top dose of about 77 µM; % is set by controls: 0 for no effect and ±100 for the full control effect
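qHTS, 1536-well: enzyme/substrate mix, compound by pin tool, 5 microM ATP final; RT 60 min; ADP-Glo reagents 1 (45 min) then 2 (30 min); luminescence.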
WRN helicase inh: inhibitors of human WRN helicase; Q14191; WRN helicase unwinding, fluorescent forked duplex, kinetic; Potency, µM (titrated, usually from 114 µM), for the others: top-dose activity change, negative = inhibition, most hits filed as inhibitors; actives 0.46% (n = 360,000); AID 651768; note: potency is the fitted concentration of half-maximal effect; % is set by controls: 0 for no effect and ±100 for the full control effect; nearly all actives have a fitted effect of over 55% in size
Target sequence (Q14191 whole entry, looked up): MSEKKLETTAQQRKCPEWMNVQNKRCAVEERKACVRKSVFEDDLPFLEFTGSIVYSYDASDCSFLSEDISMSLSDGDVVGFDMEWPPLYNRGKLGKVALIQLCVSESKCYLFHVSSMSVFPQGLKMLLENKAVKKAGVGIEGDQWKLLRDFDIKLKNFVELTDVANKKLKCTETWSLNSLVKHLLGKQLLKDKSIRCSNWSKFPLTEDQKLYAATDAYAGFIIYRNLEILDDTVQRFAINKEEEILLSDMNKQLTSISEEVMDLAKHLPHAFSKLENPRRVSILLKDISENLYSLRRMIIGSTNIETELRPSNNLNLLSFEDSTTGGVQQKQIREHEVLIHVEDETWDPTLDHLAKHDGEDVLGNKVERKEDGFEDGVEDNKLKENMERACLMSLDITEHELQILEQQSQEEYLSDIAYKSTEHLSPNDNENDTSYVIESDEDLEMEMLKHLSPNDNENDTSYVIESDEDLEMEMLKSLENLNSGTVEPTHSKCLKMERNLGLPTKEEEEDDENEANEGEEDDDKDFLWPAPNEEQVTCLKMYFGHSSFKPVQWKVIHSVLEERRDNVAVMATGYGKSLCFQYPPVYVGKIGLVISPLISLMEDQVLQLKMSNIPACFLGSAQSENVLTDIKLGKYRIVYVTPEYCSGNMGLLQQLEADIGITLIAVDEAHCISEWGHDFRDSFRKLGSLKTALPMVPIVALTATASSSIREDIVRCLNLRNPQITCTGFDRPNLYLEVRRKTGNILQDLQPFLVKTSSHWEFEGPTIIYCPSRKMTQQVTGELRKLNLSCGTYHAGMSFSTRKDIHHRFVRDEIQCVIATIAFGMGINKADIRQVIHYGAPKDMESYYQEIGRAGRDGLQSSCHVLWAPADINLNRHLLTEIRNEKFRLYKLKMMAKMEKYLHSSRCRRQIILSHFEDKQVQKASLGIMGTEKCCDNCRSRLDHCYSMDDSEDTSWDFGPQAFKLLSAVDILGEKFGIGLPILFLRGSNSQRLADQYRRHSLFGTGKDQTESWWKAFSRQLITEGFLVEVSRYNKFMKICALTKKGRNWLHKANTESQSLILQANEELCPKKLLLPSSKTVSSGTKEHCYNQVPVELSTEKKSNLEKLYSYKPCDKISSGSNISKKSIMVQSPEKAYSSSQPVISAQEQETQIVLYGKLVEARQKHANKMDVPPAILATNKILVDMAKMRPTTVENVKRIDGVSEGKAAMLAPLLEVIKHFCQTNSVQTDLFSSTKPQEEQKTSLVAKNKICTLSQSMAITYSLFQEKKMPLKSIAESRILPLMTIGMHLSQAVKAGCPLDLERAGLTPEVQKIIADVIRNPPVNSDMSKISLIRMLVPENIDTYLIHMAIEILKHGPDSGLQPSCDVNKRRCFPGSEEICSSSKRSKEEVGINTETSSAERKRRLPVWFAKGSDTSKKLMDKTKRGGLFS
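Kinetic red-fluorescence monitoring (525/598 nm) tracks WRN helicase activity after 100 nM fluorophore-quencher forked duplex and 2 mM ATP are added to 20 nM enzyme pretreated 15 min at room temperature with compound.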
An asterisk follows results filed as active; ? = inconclusive; . = not tested or not shown; & = joins results of further samples; [ ] = another dose, or the depositor's remark. Unless noted, calls come from the whole dose curve; as a rule, active = well fitted curve in the direction sought with a large enough effect; inconclusive = small, poorly fitted or top-dose-only effect, or another doubt; inactive = no such curve, though single readings can be large; an effect the other way counts as inactive or inconclusive.

SMILES	EPAC1 antagonist	Mm-Cpn inhibitor	PLK1 PBD block	EPAC1 ag	EPAC2 antag	CCT modulator	PI5P4K alpha inh	WRN helicase inh
Cc1ccc(NC(=O)Cn2nnc(C(=O)NCCc3ccccc3)c2N)cc1Cl	-5%	0%	-1%	16%	-10%	-0.7	11	-15%
COc1ccc(S(=O)(=O)N2CCOCC2)cc1NC(=O)CC1CCCC1	-9%	-1%	-8%	8%	2%	-1.4	-1	-23%
CCN(CC)S(=O)(=O)c1ccc(Cl)c(NC(=O)c2cc(Cl)ccc2Cl)c1	1%	-1%	-1%	9%	5%	0.1	1	-3%
Cc1ccnc(NS(=O)(=O)c2ccc(NC(=O)CSc3nc(-c4ccccc4)cc(=O)[nH]3)cc2)n1	-19%	0%	-7%	13%	-2%	-2.2	?	-9%
CCOC(=O)NC(=O)C(=CNNc1ncc(C(F)(F)F)cc1Cl)C(=O)NC(=O)OCC	2%	-5%	-9%	4%	-2%	1.6	1	-5%
CCOC(=O)[C@H]1[C@H]2COc3ccc(C)cc3[C@@H]2N2C(=O)c3ccc(Cl)cc3NC(=O)[C@@]12C	-11%	1%	-25%	3%	0%	-2.3	-3	-3%
Cc1ccc(S(=O)(=O)N2C[C@H]3C(=O)C[C@@H](c4cccc(Cl)c4)N(S(=O)(=O)c4ccc(C)cc4)[C@H]3C[C@H]2c2ccccc2)cc1	3%	.	-5%	7%	0%	-0.9	-5	-1%
Cc1ccc(-c2cc(-c3ccccc3[N+](=O)[O-])[nH]n2)c(O)c1	-20%	-1%	-6%	18%	-4%	0.9	.	-6%
CCCCNc1c(-c2ccc(SC3CCCCC3)c(OC)c2)nc2ccc(Cl)cn12	-2%	-1%	2%	5%	3%	-1.1	-6	-5%
O=C(CS(=O)(=O)c1ccccc1)Nc1ccccn1	-4%	-7%	-20%	5%	2%	0.6	-2	1%
Cc1c(CCC(=O)NCC(=O)O)c(=O)oc2cc3occ(-c4ccccc4)c3cc12	11%	-2%	-5%	14%	-19%	0.8	-2	-25%
COc1ccc(-c2csc(C3=C(O)CN(CCCN4CCCC4=O)C3=N)n2)cc1OC	-21%	-2%	-7%	-7%	-10%	3.0	2	-25%
O=C(NCc1ccccn1)C1CCN(S(=O)(=O)c2ccccc2F)CC1	6%	-1%	-1%	3%	2%	1.9	0	7%
CN(C)/C=N/c1sc2c(c1C(N)=O)CCCC2	5%	2%	-13%	-9%	0%	-0.3	-8	-5%
COc1ccc(NC(=O)CSc2nc3c([nH]c4ccccc43)c(=O)n2C)c(OC)c1	7%	0%	-2%	-6%	4%	0.5	1	-2%
O=C(N=Nc1c(O)n(Cc2ccccc2)c2ccccc12)c1ccc(O)cc1	-11%	-9%	-2%	-8%	0%	-0.9	-15	5%
CCn1nc(C)c(CNC(=O)Nc2ccccc2C(=O)OC)c1C	5%	-2%	-4%	3%	8%	-5.3	-1	-1%
Cc1cc(C)cc(C(=O)N(Cc2ccco2)c2c(N)n(Cc3ccccc3)c(=O)[nH]c2=O)c1	1%	-3%	-3%	5%	14%	0.0	-6	-3%
C=CCN1C(=O)NC(c2ccc(OC)cc2)(C(F)(F)F)S/C1=C(\C#N)c1nnc(N2CCOCC2)n1-c1ccccc1 (stereo not drawn)	?	0%	?	-15%	0%	-1.7	0	-10%
Cc1cccc(N2C(=O)CSC23CCCCC3)c1	-7%	1%	-4%	8%	-19%	-0.5	-1	-6%
COC(=O)c1ccc(CN2CCN(CCCc3ccccc3)C(CCO)C2)cc1 (stereo not drawn)	11%	-4%	-16%	10%	8%	-2.6	3	1%
NC(=O)c1cc(Br)cc(C2CCCCC2)c1O	-10%	?	-14%	28%	-17%	-0.5	36	-4%
COCCNC(=O)CSCc1c(F)cccc1Cl	26%	0%	-20%	-2%	12%	3.3	.	-2%
CC1(C(=O)NCc2ccc(Cl)cc2)CCN1C(=O)Cc1cccc2ccccc12 (stereo not drawn)	-13%	.	-10%	6%	8%	-1.9	10	-5%
COc1ccc(Cn2c(=S)[nH]c3ccccc3c2=O)cc1	-22%	-4%	-1%	6%	-1%	0.6	5	-1%

Next records:
SMILES	EPAC1 antagonist	Mm-Cpn inhibitor	PLK1 PBD block	EPAC1 ag	EPAC2 antag	CCT modulator	PI5P4K alpha inh	WRN helicase inh
Cc1cc(SCC(=O)c2ccc3c(c2)OCO3)nc2ccccc12	0%	?	-14%	19%	-4%	-69*	.	-20%
Brc1ccc(-c2nnc3c4ccccc4nc(N4CCOCC4)n23)cc1	4%	0%	1%	-8%	13%	-0.4	54	2%
O=C(CSc1nc(-c2ccccc2)cc(C(F)(F)F)n1)N1CCOCC1	2%	-5%	-20%	-1%	2%	0.6	1	-2%
COc1ccccc1-c1cc(C(=O)NCCCn2ccnc2)no1	11%	1%	1%	5%	-10%	1.4	.	-3%
N#CC(C#N)=CC1=C2OC(c3ccccc3)=CC(c3ccccc3)=C2CCC1	13%	0%	-3%	-3%	5%	-1.4	.	2%
CCOC(=O)c1cc(CC)sc1NC(=O)c1cc([N+](=O)[O-])ccc1N1CCOCC1	2%	-7%	?	3%	0%	0.5	0	0%
O=C(NCCc1ccccc1)[C@@H]1CC=C[C@@H]2CCN(C3CCCCC3)C(=O)[C@@H]21	7%	.	-11%	0%	5%	2.0	-1	7%
O=C(O)c1cc(-c2ccc(Cl)cc2)n[nH]1	-2%	0%	-1%	-7%	10%	0.9	-21	3%
Cn1c(Cn2c(=O)sc3ccccc32)nnc1SCC(=O)Nc1cccc(F)c1	-2%	1%	-3%	0%	20%	-3.1	0	1%
COc1cccc(OC)c1C(=O)Oc1ccc2c(c1)O/C(=C\c1ccncc1)C2=O	7%	1%	-11%	16%	-7%	0.0	-4	-7%
Cc1ccc2nc(C3CCCCC3)c(Cc3ccccc3)n2c1	-4%	.	-2%	3%	-26%	2.8	-7	-9%
COc1ccc(CSc2nnc(CNS(C)(=O)=O)o2)cc1	3%	1%	-1%	-5%	4%	-3.2	.	-6%
CN(CC#CCC(c1ccccc1)c1ccccc1)C(C)(C)C	-7%	0%	1%	6%	-7%	0.6	.	-1%
COc1ccc(NC(=S)N(Cc2ccc(C(=O)O)cc2)Cc2ccc(OC)c(OC)c2)cc1	-3%	3%	?	3%	9%	0.3	-2	-1%
Cc1ccc(-c2nc3ccc(Br)cn3c2Cc2cccc(F)c2)cc1	-13%	.	-12%	5%	-29%	1.9	1	-10%
Cc1cccc(NC(=O)c2ccc(N(C)C3CCCCC3)c([N+](=O)[O-])c2)n1	-27%	-1%	-9%	6%	-12%	-0.3	0	-4%
CCCCCCn1c(COc2ccccc2F)nnc1SCC(=O)NC1CCS(=O)(=O)C1 (stereo not drawn)	8%	.	2%	-10%	-1%	0.7	4	9%
COc1ccc2[nH]c3c(c2c1)CCN1C(=O)C(CC(=O)NC/C=C(\C)CCC=C(C)C)C[C@H](C(=O)N(C(C)C)C(C)C)[C@@]31C (stereo partly drawn)	?	1%	-4%	-31%[inhibitor]	-12%	-1.1	9	-3%
COc1ccc(CCN2C(=O)COc3ccccc3C2C(=O)NCc2ccccc2)cc1OC (stereo not drawn)	-8%	.	2%	0%	4%	0.9	-1	-1%
Cc1ccc(C(=O)Nc2cccc3ccccc23)cc1	7%	1%	-2%	2%	2%	1.0	2	-9%
Oc1ccc(COCc2ccccc2)c2cccnc12	-5%	1%&-3%	-27%	14%	-3%	-2.5	5	10%
Cc1ccc(S(=O)(=O)n2nc(C)c(S(=O)(=O)N3CCCCC3)c2C)cc1	-14%	-1%	2%	1%	1%	0.4	-2	2%
CCOC(=O)c1cnc2ccc(Br)cc2c1NCCO	9%	.	-7%	0%	6%	-0.1	.	-2%
CCCCn1cnc2c(=S)nc(N)[nH]c21	0%	-1%	-8%	3%	3%	-0.4	-8	4%
O=C(O)c1ccc(C(=O)Nc2ccc(F)cc2)cc1	5%	2%	6%	8%	-7%	1.3	-6	-8%

(next part)
SMILES	EPAC1 antagonist	Mm-Cpn inhibitor	PLK1 PBD block	EPAC1 ag	EPAC2 antag	CCT modulator	PI5P4K alpha inh	WRN helicase inh
Cc1c(C(=O)N2CCc3ccccc3C2)oc2ccc(S(=O)(=O)N3CCCCCC3)cc12	10%	0%	2%	2%	18%	0.5	12	1%
Cc1ccc2[nH]c(C)c(CC(=O)O)c2c1	0%	-4%	-12%	8%	0%	-5.4	.	-6%
COc1cc(C(=O)NCC2CCCO2)cc(OC)c1OC (stereo not drawn)	-8%	0%	-1%	9%	-5%	0.2	.	-1%
Cc1cccc(C)c1OCc1cc(C(=O)NC2CCC(O)CC2)no1 (stereo not drawn)	-6%	0%	-5%	-8%	1%	-1.4	-6	0%
O=C(Nc1nc(=S)ss1)c1ccc(Cl)cc1Cl	1%	-2%	15µM*	5%	4%	-1.7	?	-2%
COc1ccc(C)cc1S(=O)(=O)N(C)CC(=O)N1CCN(c2ccccc2)CC1	2%	0%	-12%	-2%	-1%	-1.7	0	0%
COc1cc(OC)cc(C(=O)N[C@H](C(=O)Nc2c(C)n(C)n(-c3ccccc3)c2=O)C(C)C)c1	3%	2%	-4%	-11%	10%	-4.4	1	1%
CCC(Sc1nc2c(c(=O)n1CC)SC(C)C2)C(=O)OC (stereo not drawn)	-11%	2%	-14%	-10%	11%	-0.5	-4	6%
Cc1ccccc1C(=O)N/N=C1/SCC(=O)N1Cc1ccc2c(c1)OCO2	-13%	0%	1%	5%	-5%	2.1	3	-14%[57.1 µM]
Cc1cc(C(=O)CSc2nnnn2C)c(C)n1CCc1ccc(F)cc1	-3%	0%	-1%	2%	7%	-2.2	.	8%
Cc1nn(CCC(N)=S)c2nc(-c3cccs3)cc(C(F)(F)F)c12	-17%	-3%	11µM*	-10%	10%	1.0	-5	-1%
O=C(Nc1ccccn1)c1ccc(CN(c2ccccc2)S(=O)(=O)c2ccccc2)cc1	-4%	0%	-6%	13%	-3%	-1.2	0	-3%
O=C(COC(=O)c1ccc(F)cc1)Nc1nc2ccc([N+](=O)[O-])cc2s1	12%	0%	-1%	5%	1%	-2.2	-24	8%
Cc1cccc(N(CC(=O)N/N=C/c2ccc(OCC(=O)NCc3ccco3)cc2)S(C)(=O)=O)c1C	5%	4%	-1%	2%	-1%	-4.7	6	2%
Cc1cc(C)c(/C([O-])=C(/C(=S)Nc2ccc(SC(F)F)cc2)[n+]2ccccc2)cc1C	5%	-27%	-29%	-1%	7%	-3.9	5	-1%

The list is partial. The share of hits here may be higher or lower than overall.
